# FEN1 inh = human FEN1 inhibition. hit rate 0.35% among 390,000. AID 588795. Recombinant FEN1 flap cleavage, fluorescence, 15 min. Potency, µM (doses to about 114 µM), for the others: at the top dose activity change, negative = inhibition, usual class: inhibitors; active = well fitted inhibition curve with a large enough effect; inconclusive = small, poorly fitted or top-dose-only effect; inactive = no such curve, though single readings can be large or run the other way; note: nearly all actives have a fitted effect of over 65% in size
# Target sequence (P39748 whole entry, looked up): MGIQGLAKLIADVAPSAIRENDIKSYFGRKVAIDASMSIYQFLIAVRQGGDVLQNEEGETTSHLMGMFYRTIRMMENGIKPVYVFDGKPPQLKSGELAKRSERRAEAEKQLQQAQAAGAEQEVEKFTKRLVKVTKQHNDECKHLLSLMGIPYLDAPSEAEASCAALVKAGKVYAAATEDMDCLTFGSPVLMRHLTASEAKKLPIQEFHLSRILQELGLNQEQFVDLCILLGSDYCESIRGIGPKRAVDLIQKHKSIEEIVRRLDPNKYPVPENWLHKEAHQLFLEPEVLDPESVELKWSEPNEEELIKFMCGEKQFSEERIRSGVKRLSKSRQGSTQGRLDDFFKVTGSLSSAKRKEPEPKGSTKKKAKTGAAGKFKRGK
#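 Read-out was taken twice, immediately and after 15 min, following addition of 50 nM substrate to 10 nM FEN1 that had sat with test compound for 15 min at room temperature. Curves came from a four-parameter Hill model.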
# An asterisk follows results filed as active; ? = inconclusive. % is set by controls: 0 for no effect and ±100 for the full control effect; potency is the fitted concentration of half-maximal effect. This is a subset; count on the stated rates, not on these rows.
SMILES,FEN1 inh
CN(C)/[N+]([O-])=N/Oc1ccc([N+](=O)[O-])cc1C(F)(F)F,-13.2%
Cc1ccc2ccc3c(c2n1)NS(=O)(=O)c1ccc(C(F)(F)F)cc1-3,-23.9%
COc1ccc(CCNC(=O)CN2C(=O)COc3ccc(S(=O)(=O)N4CCCCCC4)cc32)cc1OC,-5.8%
O=C(OCC#CCSc1nnc(-c2cccc3ccccc23)o1)c1cc2ccccc2o1,19.9%
COc1cc2cc(CNc3ccccc3)c(=O)n(CC(=O)Nc3cc(C)cc(C)c3)c2cc1OC,11.3%
COc1cc(OC)c(NS(=O)(=O)c2ccc3c(c2)NC(=O)CCS3)cc1Cl,14.2%
O=C1CCCc2cc(S(=O)(=O)N3CCCC(C(=O)NCc4ccccc4Cl)C3)ccc2N1 (stereo not given),-3.7%
COc1ccc(N2CC3=C(C2=O)C(c2ccc(O)c(OC)c2)NC(=O)N3C)cc1 (stereo not given),13.5%
O=C(Nc1ccccc1Cl)c1cc2c(-c3ccccc3)nn(-c3ccccc3)c2s1,8.6%
NC(=O)C1CCN(c2nc(-c3ccccc3N)cs2)CC1,17.6%
CCc1ccc(NCc2cc3cc4c(cc3n(CC(=O)Nc3ccc(Cl)cc3)c2=O)OCO4)cc1,24.1%
CCN(CC)C(=O)N1CCN(/[N+]([O-])=N/Oc2ccc([N+](=O)[O-])cc2[N+](=O)[O-])CC1,?
Cc1ccccc1C(=O)Nc1cc(C)c(O)c(-c2nc3ccccc3o2)c1,18.9%
COC(=O)c1ccccc1NC(=O)c1nc(-c2ccc(C)cc2)n2c1CCCCC2,-1.7%
Cc1ccc(N2C(=O)CSC23C(=O)N(Cc2ccccc2F)c2ccccc23)cc1F (stereo not given),4.9%

# Of the compounds above, 4 have an aryl methoxy group.
SMILES,FEN1 inh
COc1ccc(CCNC(=O)CN2C(=O)COc3ccc(S(=O)(=O)N4CCCCCC4)cc32)cc1OC,-5.8%
COc1cc2cc(CNc3ccccc3)c(=O)n(CC(=O)Nc3cc(C)cc(C)c3)c2cc1OC,11.3%
COc1cc(OC)c(NS(=O)(=O)c2ccc3c(c2)NC(=O)CCS3)cc1Cl,14.2%
COc1ccc(N2CC3=C(C2=O)C(c2ccc(O)c(OC)c2)NC(=O)N3C)cc1 (stereo not given),13.5%

# Next structures follow.
SMILES,FEN1 inh
COc1ccc(NC(=O)N2CCN(S(=O)(=O)c3ccc4c(ccn4C)c3)CC2)c(OC)c1,-7.0%
Cc1ccc(C)c(S(=O)(=O)c2cnc(SCC(=O)Nc3ccc(F)cc3F)[nH]c2=O)c1,14.9%
NC(=O)C1CCN(c2nc(-c3cc4ccccc4o3)cs2)CC1,-11.9%
CCOC(=O)c1cnc2c(OC)cccc2c1Nc1cccc(O)c1,-3.2%
C[C@@H]1CN(S(=O)(=O)c2c(F)cccc2F)CCN1S(=O)(=O)c1ccc2c(c1)OCCO2,-19.5%
O=C(CC1Sc2ccccc2NC1=O)Nc1cccc(C(F)(F)F)c1 (stereo not given),-7.6%
COc1cc(F)c(C(=O)NC(C)(C)CO)cc1OC,3.3%
COc1ccc(-c2nc(C)c(CCNC(=O)Cc3ccc(F)cc3)s2)cc1OC,5.2%
CCSC(=O)N1CCN(/[N+]([O-])=N/Oc2ccc([N+](=O)[O-])cc2[N+](=O)[O-])CC1,-11.6%
CCOc1ccc(C(=O)NCCc2csc(-c3cccnc3)n2)cc1,2.2%
O=C(CN1C(=O)COc2ccc(S(=O)(=O)N3CCCC3)cc21)N1CCN(c2ccccc2F)CC1,0.7%
C/C(=C\c1ccc2c(c1)OCO2)C1Nc2cccc3cccc(c23)N1,5.4%
COc1ccc(C2CC(=O)N(Cc3cccc(F)c3)c3ccccc3S2)cc1 (stereo not given),-3.5%
O=C(c1cnn(-c2ccc(F)cc2)c1-n1cccc1)N1CCN(c2ccc(F)cc2)CC1,-0.4%
CCc1ccc(OC(C)C(=O)Nc2c(C(=O)c3ccccc3)oc3ccccc23)cc1 (stereo not given),3.3%

# Random excerpt: six compounds from above, in no set order.
SMILES,FEN1 inh
CCSC(=O)N1CCN(/[N+]([O-])=N/Oc2ccc([N+](=O)[O-])cc2[N+](=O)[O-])CC1,-11.6%
NC(=O)C1CCN(c2nc(-c3ccccc3N)cs2)CC1,17.6%
C[C@@H]1CN(S(=O)(=O)c2c(F)cccc2F)CCN1S(=O)(=O)c1ccc2c(c1)OCCO2,-19.5%
CCc1ccc(OC(C)C(=O)Nc2c(C(=O)c3ccccc3)oc3ccccc23)cc1 (stereo not given),3.3%
CN(C)/[N+]([O-])=N/Oc1ccc([N+](=O)[O-])cc1C(F)(F)F,-13.2%
O=C(c1cnn(-c2ccc(F)cc2)c1-n1cccc1)N1CCN(c2ccc(F)cc2)CC1,-0.4%

# Next section:
SMILES,FEN1 inh
O=C(CN1C(=O)CC(c2ccco2)Sc2ccccc21)Nc1cccc(C(F)(F)F)c1 (stereo not given),-6.5%
COc1ccc(NC(=O)C2CCCN(S(=O)(=O)c3ccc4c(c3)CCCC(=O)N4)C2)cc1OC (stereo not given),-4.3%
O=C1c2ccccc2NC(c2ccc(-c3ccc(C(F)(F)F)cc3)o2)N1O (stereo not given),5.8%
COc1ccc(N2CCN(CCCNC(=O)c3c(C)nn(-c4ccc(F)cc4)c3-n3cccc3)CC2)cc1,-6.9%
COCCNC(=O)CCSc1nc(-c2ccc3c(c2)OCO3)cc(C(F)(F)F)n1,-4.8%
COc1ccc(-c2nc(C)c(CCNC(=O)C(=O)Nc3c(C)cccc3C)s2)cc1OC,0.4%
CCCSc1nc2sc3c(c2c(=O)n1-c1cccc(Br)c1)CC(C)(C)OC3,2.1%
CC(C)(Oc1ccc(Br)cc1)C(=O)Nc1cc(-c2nc3ccccc3[nH]2)ccc1Cl,10.6%
CC(C)(C)n1ncc2c(=O)n(Cc3c(F)ccc(Cl)c3Cl)cnc21,-14.4%
Cn1c(=O)c(N=O)c(N)n(Cc2ccccc2)c1=S,-1.1%
O=C(Nc1cc(-c2nc3cc(Cl)ccc3o2)ccc1Cl)c1ccco1,-4.3%
O=C(Nc1cccc(-c2nc3cc(Cl)ccc3o2)c1)c1ccc(F)cc1,15.9%
CC(C)C[C@H](N)c1nnc(SCc2ccc(Cl)cc2Cl)o1,-11.0%
CCn1ccc2cc(S(=O)(=O)N3CCCN(C(=O)Nc4ccc(C)c(F)c4)CC3)ccc21,0.8%
Cc1nn(-c2ccc(F)cc2)c(-n2cccc2)c1C(=O)N1CCN(c2ccc(F)cc2)CC1,-1.4%

# Quoted from above (two entries):
SMILES,FEN1 inh
CC(C)(Oc1ccc(Br)cc1)C(=O)Nc1cc(-c2nc3ccccc3[nH]2)ccc1Cl,10.6%
CC(C)(C)n1ncc2c(=O)n(Cc3c(F)ccc(Cl)c3Cl)cnc21,-14.4%

# 2 of the compounds above, tab-delimited.
Compound	FEN1 inh
O=C(CN1C(=O)CC(c2ccco2)Sc2ccccc21)Nc1cccc(C(F)(F)F)c1 (stereo not given)	-6.5%
COc1ccc(-c2nc(C)c(CCNC(=O)C(=O)Nc3c(C)cccc3C)s2)cc1OC	0.4%

# Continuation.
SMILES,FEN1 inh
CCOC(=O)c1c(N)n(-c2ccc(OCC)cc2)c2nc3ccccc3nc12,-1.1%
COc1ccc2c(c1)CCNC2Cc1ccc(OC)c(O)c1 (stereo not given),-16.1%
CC1CCN(S(=O)(=O)c2ccc3c(c2)N(CC(=O)NCCc2ccc(Cl)cc2)C(=O)CO3)CC1,3.4%
Cc1ccc2nc(-c3ccc(Cl)c(NC(=O)c4ccc5c(c4)OCCO5)c3)oc2c1,17.2%
CCc1ccccc1N(CC)C(=O)c1cc2c(s1)-c1ccccc1OC2,-18.7%
COc1ccc2c(c1)oc1c(SCc3nc4ccccc4[nH]3)nc(C)nc12,-11.6%
COc1cc(OC)c(NC(=O)CSc2nccn2C)cc1Cl,0.4%
CS(=O)(=O)N1CCN(/[N+]([O-])=N/Oc2ccc([N+](=O)[O-])cc2[N+](=O)[O-])CC1,4.2%
COc1ccc(OC)c(NC(=O)CN2C(=O)CC(C)Sc3ccccc32)c1 (stereo not given),1.2%
COc1cccc(-c2csc3ncnc(Sc4nnnn4C)c23)c1,12.7%
Cc1cc(C)n(CC(=O)Nc2cc(F)ccc2F)c(=O)c1C#N,18.2%
CCOc1ccc(NC(=O)N2CCN(S(=O)(=O)c3ccc4c(ccn4C)c3)CC2)cc1,-17.3%
CCOC(=O)CC(=O)Nc1ncnc2c1C(c1ccccc1)c1c(ccc3ccccc13)O2 (stereo not given),-3.0%
Oc1ccc(Cl)cc1C1C=C(c2ccc3c(c2)OCO3)NC(c2ccc(F)c(Br)c2)N1 (stereo not given),-12.7%
Cc1nc(-c2ccccc2)sc1CCNC(=O)C(=O)Nc1ccc2c(c1)OCO2,9.0%
CC(=O)NC(c1cc(Cl)c2ccccc2c1O)C(C)C (stereo not given),4.7%
CC(C)(C)n1ncc2c(=O)n(Cc3ccccc3)cnc21,2.7%
Cn1nnnc1Sc1ncnc2scc(-c3ccc([N+](=O)[O-])cc3)c12,-9.8%
O=C(O)c1ccc(-c2noc(-c3cccc(F)c3)n2)cc1,-2.0%
CC(Sc1nc(=O)cc(N)n1CCc1ccccc1)C(=O)Nc1ccccc1C#N (stereo not given),-0.6%
CCc1ccccc1NC(=O)c1ccc2c(c1)N(Cc1cc(C)ccc1C)C(=O)c1ccccc1S2(=O)=O,-1.8%
COc1ccc2[nH]cc(CCN=C(NC(=O)c3ccccc3F)Nc3nc(C)cc(C)n3)c2c1,13.4%
Oc1cc(NCc2ccc(Cl)cc2)cc2cccnc12,-3.0%
COc1ccc(N2CCN(C(=O)c3c(C)nn(-c4ccc(F)cc4)c3-n3cccc3)CC2)cc1,12.7%
CC(C)(C)n1nc(Cc2cccc3ccccc23)c2c(N)ncnc21,?
Cc1cccc(C)c1NC(=O)CCSc1nc(-c2ccc3c(c2)OCO3)cc(C(F)(F)F)n1,20.9%
CCc1ccc(S(=O)(=O)N2CCN(c3ccc(Cl)c(Cl)c3)CC2)cc1,1.1%
Cc1cccc(-c2nc(C)c(CCNC(=O)C(=O)Nc3c(C)cc(C)cc3C)s2)c1,5.1%
CS(=O)(=O)c1cccc(-c2csc(N3CCC(C(N)=O)CC3)n2)c1,-6.0%
Cc1nn(-c2ccccc2)c2sc(C(=O)Nc3ccccc3Br)cc12,3.5%
COc1ccc(OC)c(C2CC(=O)Nc3c2c(=O)[nH]c2nc4ccccc4n32)c1 (stereo not given),1.8%
COC(=O)c1ccccc1NC(=O)CSc1nc2nc(C)cc(C)n2n1,-6.1%
CC(C)(C)n1ncc2c(=O)n(Cc3ccc(Cl)cc3C(F)(F)F)cnc21,6.8%
CNCCc1cnc(CCC(c2ccccc2)c2ccccc2)[nH]1,?
COc1ccc(-c2nc(C)c(CCNC(=O)c3ccc(C(F)(F)F)cc3)s2)cc1OC,-3.9%
CC(C)(C)n1ncc2c(=O)n(Cc3ccccc3Cl)cnc21,9.2%
CCc1ccc2oc(-c3cccc(NC(=O)c4ccc(-c5cccc([N+](=O)[O-])c5)o4)c3)nc2c1,-12.1%
COc1ccc(C(CC(=O)O)NC(=O)c2cc3ccccc3oc2=O)cc1OC (stereo not given),18.9%
CN(C)C1CCN(Cc2cc(COCc3ccccc3)c3cccnc3c2O)C1 (stereo not given),-10.8%
CCCOc1ccc(C(=O)Nc2c(C(=O)c3ccc(C)cc3)oc3ccccc23)cc1,18.7%
COc1ccccc1N1CCN(C(=O)CN2C(=O)COc3ccc(S(=O)(=O)N4CCOCC4)cc32)CC1,12.9%
CCC(=O)NC(c1cc(Cl)c2cccnc2c1O)C(C)C (stereo not given),-13.7%
COc1ccccc1-n1c(=O)n(C)c2c(C(N)=O)nc(-c3cc(OC)c(OC)c(OC)c3)nc21,3.7%
CCOc1ccc(Nc2sc(C(=O)c3cccc(OC)c3)c(N)c2S(=O)(=O)c2ccccc2)cc1,14.1%
C=CCNc1oc(-c2ccc(-c3ccccc3)cc2)nc1C#N,?
Cn1nc(Cc2cccc3ccccc23)c(C#N)c1N,10.9%
COc1ccc(OC)c(CCNC(=O)CN2C(=O)COc3ccc(S(=O)(=O)N4CCC(C)CC4)cc32)c1,-2.7%
Cn1nnnc1Sc1ncnc2scc(-c3cc4ccccc4o3)c12,3.2%
CN1CCN(C2CCN(Cc3ccc(O)c4ncccc34)CC2)CC1,?
COc1ccc(Cl)cc1N=C1NC(=O)CC(C(=O)Nc2ccccc2C(F)(F)F)S1 (stereo not given),-2.1%
COc1ccc(-c2nc(C)c(CCNC(=O)c3cc(OC)c(OC)c(OC)c3)s2)cc1OC,-13.1%
Cc1ccc(CNC(=O)CCNS(=O)(=O)c2ccc3c(c2)CCCC(=O)N3)cc1,-1.4%
Cc1nc(SCc2nc3ccc([N+](=O)[O-])cc3[nH]2)c2oc3ccccc3c2n1,-12.7%
CCN1CCN(C(=O)c2cnn(-c3ccc(F)cc3)c2-n2cccc2)CC1,2.9%
CN1CCN(c2cc(-c3cc(O)c4ncccc4c3)ccn2)CC1,?
CC(=O)c1ccc(N2CCN(S(=O)(=O)c3ccc4[nH]c5c(c4c3)CCCCC5)CC2)cc1,2.2%
Cc1ccc(-c2nn(CCC(=O)Nc3ccc(OC(F)(F)F)cc3)c(=O)c3ccccc23)cc1,-3.1%
COc1ccc(CNC(=O)c2ccc3c(c2)N=C(C)c2c(C)ccc(C)c2S3)cc1,7.7%
COCCCn1c(=N)c(S(=O)(=O)c2ccccc2)cc2c(=O)n3cc(C)ccc3nc21,2.7%
O=C(Nc1ccc(Cl)c(-c2nc3ccccc3o2)c1)c1ccc(-c2cccc([N+](=O)[O-])c2)o1,-17.0%
O=S(=O)(c1ccccc1)n1nc(-c2ccccc2)nc1NCc1ccc(Cl)cc1,-14.8%
O=S(=O)(Nc1cc(Br)cc2cccnc12)c1ccccc1,-5.5%
